# Assay outcomes as filed in PubChem.
# PKM2 activator = qHTS Assay for Activators of Human Muscle isoform 2 Pyruvate Kinase; Pyruvate kinase PKM (Homo sapiens), P14618; purified PKM2, Kinase-Glo ATP luminescence, activation; response scale: 0% is enzyme alone, no compound; Potency, µM (series often up to 57.5 µM), for inactives: top-dose activation, most hits filed as activators; 260,000 compounds, 0.34% hits; AID 1631, 2009; note: potency is the fitted concentration of half-maximal effect; nearly all actives have a fitted effect of over 55% in size
#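 Purified hPK-M2 (>95%) run at intermediate activity with 0.1 mM ADP and 0.5 mM PEP in 50 mM imidazole pH 7.2, KCl, MgCl2; 1 h room temperature. ATP formed read by Kinase-Glo luminescence; normalized to uninhibited and no-enzyme controls.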
# uPA surface inh = qHTS for Inhibitors of Cell Surface uPA Generation. cell surface uPA generation assay, qHTS. Potency, µM (highest dose often 38.3 µM), for inactives: top-dose activity change, negative = inhibition, usual class: inhibitors. 330,000 compounds, 0.31% hits; active = well fitted inhibition curve with a large enough effect; inconclusive = small, poorly fitted or top-dose-only effect; inactive = no such curve, though single readings can be large or run the other way; tested in mouse RAW 264.7 cells; note: potency is the fitted concentration of half-maximal effect; nearly all actives have a fitted effect of over 55% in size
# KCNH2 3.1 block = qHTS for Inhibitors of KCHN2 3.1: Mutant qHTS; U2OS KCNH2 3.1, thallium flux FluxOr; active compounds read low; activity change, % (tested at about 1.8 µM); 340,000 compounds, 0.95% hits; AID 720553, 2013;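 active = maximum activity change below -70%; inconclusive = maximum activity change from -70% to -50%; inactive = maximum activity change above -50%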;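 note: thallium influx rate constant from kinetic fluorescence after stimulation buffer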
#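 Normalized rate constant (relative to positive and negative DMSO controls) derived from a 2 min kinetic fluorescence read after stimulation; U2OS cells expressing the 3.1 isoform via virus at 1.77 x 10^8 /mL.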
# GALK inhibitor = qHTS Assay for Inhibitors of Human Galactokinase (GALK). 270,000 compounds, 0.007% hits. P51570. Purified GALK, Kinase-Glo residual ATP luminescence. Potency, µM (highest dose often 57.5 µM), without a hit: at the highest dose activity change, negative = inhibition, hits mostly inhibitors; note: potency is the fitted concentration of half-maximal effect
# Target sequence (P51570 whole entry, looked up): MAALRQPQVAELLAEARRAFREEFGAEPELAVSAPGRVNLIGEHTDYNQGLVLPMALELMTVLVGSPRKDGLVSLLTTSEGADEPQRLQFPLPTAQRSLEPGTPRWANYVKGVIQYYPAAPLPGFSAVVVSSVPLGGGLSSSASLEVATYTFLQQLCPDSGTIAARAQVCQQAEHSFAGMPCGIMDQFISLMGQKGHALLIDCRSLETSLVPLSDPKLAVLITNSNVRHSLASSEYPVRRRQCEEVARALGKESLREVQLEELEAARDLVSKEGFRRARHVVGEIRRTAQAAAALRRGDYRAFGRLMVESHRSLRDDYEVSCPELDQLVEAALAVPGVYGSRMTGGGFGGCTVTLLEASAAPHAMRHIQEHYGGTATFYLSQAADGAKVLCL
#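 5 nM enzyme, 35 uM ATP, 100 uM galactose, 20 mM HEPES pH8.0, 5 mM MgCl2; 1 h RT; residual ATP by Kinase-Glo Plus luminescence, qHTS format.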
# Eya2 inh = qHTS Assay for Inhibitors of the Phosphatase Activity of Eya2; recombinant Eya2, OMFP fluorescence dephosphorylation (OMFP is methylfluorescein phosphate); Potency, µM (titrated, usually from 76.9 µM), for inactives: at the highest dose activity, negative = inhibition, usual class: inhibitors; AID 488837, 2010; 330,000 compounds, 0.006% hits; note: potency is the fitted concentration of half-maximal effect
#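 Eya2 (0.2 uM) preincubated 10 min at ambient with compound, then OMFP substrate added at 50 uM; 10 min reaction in 50 mM HEPES pH 7.5, 50 mM NaCl, 5 uM MgCl2, 0.05% BSA, 1 mM DTT. Fluorescence read at Ex 485/Em 525 nm.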
# hERG WT inh = qHTS for Inhibitors of KCHN2 3.1: Wildtype qHTS; U2OS, BacMam KCNH2, thallium flux FluxOr; active compounds read low; activity change, % at 1.84 µM; 340,000 compounds, 0.37% hits; AID 720551, 2013;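 active = maximum activity change below -70%; inconclusive = maximum activity change between -70% and -50%; inactive = maximum activity change above -50%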
#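 U2OS cells transduced with wild-type KCNH2 virus are loaded with FluxOr dye for 45 min, and thallium flux is measured in kinetic reads before and after stimulation buffer. Rate constants are normalized to DMSO controls.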
# USP2a block = qHTS Assay for Inhibitors of Ubiquitin-specific Protease USP2a Using CHOP2 as the Reporter | USP2 core, Ub-CHOP2 coupled fluorogenic reporter, 485/531 | Potency, µM (series often up to 38.3 µM), inactives show at the highest dose activity change, negative = inhibition, most hits filed as inhibitors | 330,000 compounds, 0.01% hits;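 note: potency is the fitted concentration of half-maximal effect; plate controls were DMSO wells for no effect and full inhibition by NEM control for full effect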
# Target sequence (O75604 whole entry, looked up): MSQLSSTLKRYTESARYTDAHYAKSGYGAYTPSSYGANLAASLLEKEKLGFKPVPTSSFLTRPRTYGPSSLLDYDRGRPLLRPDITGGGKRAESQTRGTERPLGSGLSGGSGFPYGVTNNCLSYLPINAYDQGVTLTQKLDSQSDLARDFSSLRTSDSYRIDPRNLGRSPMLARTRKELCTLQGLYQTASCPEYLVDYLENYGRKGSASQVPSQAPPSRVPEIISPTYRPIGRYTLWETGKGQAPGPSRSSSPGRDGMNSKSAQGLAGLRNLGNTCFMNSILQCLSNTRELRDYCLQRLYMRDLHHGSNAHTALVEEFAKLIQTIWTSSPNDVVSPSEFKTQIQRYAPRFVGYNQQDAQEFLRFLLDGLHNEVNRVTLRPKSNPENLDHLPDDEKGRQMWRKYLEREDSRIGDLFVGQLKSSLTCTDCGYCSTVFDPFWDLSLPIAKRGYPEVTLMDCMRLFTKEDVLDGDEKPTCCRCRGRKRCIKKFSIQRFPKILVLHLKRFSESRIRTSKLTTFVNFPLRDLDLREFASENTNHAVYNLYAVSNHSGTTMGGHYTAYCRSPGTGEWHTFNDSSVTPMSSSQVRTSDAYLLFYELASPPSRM
#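 Cell-free coupled assay: 10nM USP2 core preincubated 30min RT with compound in Tris-HCl pH 8.0/CaCl2/CHAPS buffer, then 25nM Ub-CHOP2 and 25nM reporter substrate; fluorescence (Ex 485/Em 531) read after 60min RT, normalized to NEM inhibition, concentration-response curves fitted.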
# Chronic BCR inh = qHTS Assay to Find Inhibitors of Chronic Active B-Cell Receptor Signaling; ABC-DLBCL IkBa-CBG/CBR reporter, luminescence ratio, 4 h; Potency, µM (top dose mostly 46.1 µM), for inactives: top-dose ratio change, negative = lower green/red ratio, most hits filed as inhibitors; 340,000 compounds, 0.05% hits; active = well fitted inhibition curve with a large enough effect in the signal ratio, with a control signal flat, not every such curve was filed as active; inconclusive = small, poorly fitted or top-dose-only effect, or effect the other way, or a change in a side signal; the % refers to the signal ratio;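 note: potency is the fitted concentration of half-maximal effect; plate controls were basal doxycycline-induced cells for no effect and cells given 10 µM MG132 for full effect; MG132 reads +100%, hits lower the ratio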
#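 Concentration-response series (up to 46 uM) were applied to TMD8 dual-reporter cells for 4 h at 37C with doxycycline. Green/red ratio, after filter-overlap correction, defined %Activity; red signal alone was normalised to basal cells and zero luminescence.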
# Coupling enz = qHTS Assay for Inhibitors of Fructose-1,6-bisphosphate Aldolase from Giardia Lamblia: Coupling assay counterscreen; coupling enzyme system counterscreen, AmpLite Red fluorescence; activity change, negative = inhibition, % at 58.2 µM, hits read low; 290,000 compounds, 0.67% hits; AID 2472, 2010; in the data active = activity change below about -30%
#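 Activity here indicates interference with the coupling reaction, not aldolase inhibition. Compounds at 57.5 uM final met coupling enzymes for 10 min at RT; substrate and AmpLite Red detection followed, with a 525/598 nm fluorescence read after 20 min.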
# B2AR arrestin = qHTS assay of beta-arrestin-biased ligands of beta2-adrenergic receptor. Beta-2 adrenergic receptor (Homo sapiens), P07550. beta-arrestin recruitment to beta2AR, cell-based reporter. Potency, µM (top dose mostly 46.1 µM), inactives show at the highest dose activation, hits mostly activators. 330,000 compounds, 0.02% hits. AID 492947, 2010;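 note: potency is the fitted concentration of half-maximal effect; 0% = DMSO controls and full agonism = EC100 isoproterenol or metaproterenol; nearly all actives have a fitted effect of over 65% in size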
# Giardia killer = Small Molecules that selectively kill Giardia lamblia: qHTS; Giardia lamblia trophozoite viability; activity change, % at 7.66 µM, hits read low; 340,000 compounds, 0.15% hits; AID 540267, 2011; in the data active = activity change below about -80%; inconclusive = between about -30% and that limit;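 note: parasites exposed to compound for two days anaerobically before the ATP read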
#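 Compounds were tested on trophozoites seeded at 100 cells/well and held 48 hrs at 37 deg C anaerobically. An ATP-based luminescent kit measured the remaining live cells.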
# The depositor's hits bear a star; ? = inconclusive; . = no result given. Unless noted, calls come from the whole dose curve; as a rule, active = well fitted curve in the direction sought with a large enough effect; inconclusive = small, poorly fitted or top-dose-only effect, or another doubt; inactive = no such curve, though single readings can be large; an effect the other way counts as inactive or inconclusive. Unless noted, % is set by controls: 0 for no effect and ±100 for the full control effect.
SMILES,PKM2 activator,uPA surface inh,KCNH2 3.1 block,GALK inhibitor,Eya2 inh,hERG WT inh,USP2a block,Chronic BCR inh,Coupling enz,B2AR arrestin,Giardia killer
O=C(CCS(=O)(=O)c1ccccc1)Nc1ccccn1,.,0%,2,1%,7%,-7,1%,2%,0,0.0%,-7
CCS(=O)(=O)c1ccc(C(=O)Nc2ccccc2OC)c(Cl)c1Cl,0%,5%,-10,8%,?,-4,-4%,-1%,0,-0.7%,-2
COc1ccc(-c2c3c(cc4ncn(Cc5ccccc5)c24)COC3=O)cc1,.,9%,-4,.,-6%,9,-6%,?,.,0.1%,-9
COc1ccc(-c2noc(CN(C(=O)c3ccc4c(c3)OCO4)C(C)C)n2)cc1OC,.,-2%,2,.,-1%,6,-1%,?,.,0.1%,-21
COCCCNc1nnc(Cc2ccc(Cl)cc2)c(=O)[nH]1,.,?,29,-1%,-6%,0,-2%,-8%,0,0.0%,8
COc1ccc(CC(=O)Nc2sc3c(c2C(N)=O)CCCC3)cc1,.,-2%,?,-2%,-7%,7,-1%,?,5,0.2%,5
CC1CN(S(=O)(=O)c2ccc(C(=O)Nc3ccc(S(=O)(=O)Nc4nccs4)cc3)cc2)CC(C)O1 (configuration not stated),9%,0%,-1,-1%,1%,-3,0%,-1%,7,-0.4%,-12
COc1ccc2cc(-c3ccccc3F)ncc2c1,.,?,.,.,4%,.,1%,?,.,-1.1%,-14
CC(=O)c1c(C)[nH]c(C(=O)CSc2nc3ccc(C)cc3[nH]2)c1C,10%,7%,-5,-2%,3%,1,-1%,-17%,-4,-0.1%,-9
COc1ccc(/C=C(/C(=O)NCc2ccccc2)c2ccccc2)cc1,10%,9%,-17,0%,-13%,4,0%,11%,2,-0.4%,0
CC[N+](CC)(CCO)CCCN1C(=O)C2CC=C(Cl)CC2C1=O (configuration not stated),-10%,3%,1,0%,-5%,-2,-4%,-1%,1,-1.3%,4
O=C(O)C1CCCCC1C(=O)Nc1ccccc1Nc1ccccc1 (configuration not stated),-11%,22%,-21,1%,-7%,-4,1%,9%,7,0.5%,-7
Cc1nn(-c2ccccc2)c(C)c1NC(=O)COc1cc(F)ccc1[N+](=O)[O-],.,-5%,-16,.,-17%,-1,3%,-1%,.,-0.1%,-1
Cc1cccc(NC(=O)c2cc(-c3ccco3)nc3ccccc23)n1,4%,2%,0,1%,-10%,-3,0%,5%,-1,-0.4%,-28
CN(C)CCCNC(=O)COc1ccc(Br)cc1Cl,-1%,-3%,11,1%,6%,5,3%,8%,2,-1.6%,4
CCOc1ccc2oc(C(=O)OCC(=O)NCC3CCCO3)c(C)c2c1 (configuration not stated),.,0%,5,.,-12%,22,-3%,-2%,.,0.1%,1
O=C(O)C1Sc2[nH]c(=O)sc2C2c3cc(Cl)ccc3OC(=O)C12 (configuration not stated),0%,-3%,11,3%,8%,2,3%,3%,-4,0.4%,-14
O=C(OCC(=O)C12CC3CC(CC(C3)C1)C2)c1cnccn1,-6%,4%,-3,4%,11%,1,-11%,-6%,.,-0.5%,2
CCOC(=O)C(=O)Nc1sc(C(=O)N2CCOCC2)c(C)c1C#N,-3%,2%,-14,-2%,6%,4,1%,?,-1,0.1%,0
O=C1CCCN1c1ccc(S(=O)(=O)N2CCN(c3ccccn3)CC2)cc1,4%,.,12,0%,8%,-13,4%,2%,0,-0.1%,-20
COc1ccc(N(CC(=O)Nc2cccc(OC)c2)S(=O)(=O)c2c(C)nn(C)c2C)cc1,-2%,-2%,-5,-1%,-13%,-4,-1%,?,4,-0.3%,14
COC(=O)CCC(NC(=O)OCc1ccccc1)C(=O)NC(CC(C)C)C(=O)OC (configuration not stated),-2%,-1%,7,-3%,9%,-2,1%,2%,0,0.2%,-19
Cc1cc(/C=N/Nc2nc(N)ncc2[N+](=O)[O-])c(C)n1-c1ccccc1F,-28%,.,.,3%,-24%,.,10%,-24%,2,-0.1%,.
Cc1nnc(Nc2ccc(Cl)c(C(F)(F)F)c2)[nH]c1=O,-8%,-2%,14,3%,-6%,12,3%,?,8,-0.1%,11
COc1ccccc1C(=O)Nc1sc2c(c1C#N)CCC2,8%,0%,-15,3%,-6%,9,1%,0%,-3,-1.2%,10

# (more compounds)
SMILES,PKM2 activator,uPA surface inh,KCNH2 3.1 block,GALK inhibitor,Eya2 inh,hERG WT inh,USP2a block,Chronic BCR inh,Coupling enz,B2AR arrestin,Giardia killer
CCOP(=O)(OCC)c1nc(/C=C/c2ccccc2)oc1NCc1ccccc1,1%,3%,0,-3%,1%,4,-2%,-11%,.,-0.3%,-6
O=C(c1ccc2c3c(cccc13)CC2)C1CCCN(C(=O)c2cccnc2)C1 (configuration not stated),1%,-5%,2,13%,3%,7,0%,0%,2,0.1%,-23
COc1ccc(-c2cn3cccnc3n2)cc1NC(=O)C(C)C,-1%,.,.,.,4%,.,0%,?,1,-0.2%,.
OC(CN1CCN(c2ccccc2)CC1)Cn1c2ccccc2c2ccccc21 (configuration not stated),2%,2%,-30,1%,10%,4,1%,7%,-6,0.5%,10
C=CCN(C(=O)CCC(=O)Nc1cc(C)on1)C(C(=O)NC(C)(C)C)c1cccc(OC)c1OC (configuration not stated),2%,2%,2,3%,2%,-7,3%,?,2,-0.1%,-5
CCc1ccc(CNC(=O)Cn2nc(-c3ccc(C)cc3)ccc2=O)cc1,-9%,.,.,-1%,-15%,.,-2%,?,-1,0.5%,.
O=C(N/C(=C/c1cccnc1)C(=O)N1CCOCC1)c1ccccc1F,2%,-19%,3,-1%,12%,-14,0%,-27%,-1,-0.2%,-8
Cn1ncc2c(Nc3ccc4ccccc4c3)ncnc21,-3%,10%,-17,-2%,-9%,-18,-1%,?,-5,-0.1%,-1
C[C@H]1C=C(C(=O)N2CCOCC2)O[C@@H](OCc2ccc(CO)cc2)C1,1%,10%,-26,2%,14%,3,-4%,0%,1,-0.7%,?
C[C@H]1[C@H](C)CC[C@]2(C)CC[C@]3(C)C(=CC[C@@H]4[C@@]5(C)CC[C@@H](O)[C@](C)(C(=O)O)[C@@H]5CC[C@]43C)[C@H]12,-5%,.,.,2%,1%,.,-13%,22%,8,-1.5%,.
CC(=O)Nc1ccc(S(=O)(=O)NCCC(=O)N2CCCCC2)cc1,.,7%,3,.,-2%,-32,1%,6%,.,-0.2%,2
O=C(Cc1cccs1)NCc1ccc2c(c1)OCO2,0%,-1%,5,0%,-17%,-9,0%,1%,5,-0.1%,0
CCOc1ccc(C(=O)NC(=S)Nc2ccc(NC(=O)c3ccco3)c(C)c2)cc1[N+](=O)[O-],-7%,14%,2,2%,0%,31,5%,-10%,2,-0.4%,-18
O=C(c1ccccc1)c1ccc2nc(-c3ccc(NC(=O)c4ccccc4Br)cc3)[nH]c2c1,2%,0%,-14,-5%,5%,3,-6%,15%,2,-0.4%,21
COc1cc(CC2C(=O)Nc3ccccc32)cc(C)c1O (configuration not stated),.,5%,-2,-2%,-12%,-1,3%,0%,-8,0.4%,-17
O=C(Nc1ccc(NS(=O)(=O)c2ccccc2)cc1)c1ccccc1Cl,.,8%,-13,.,-9%,4,0%,-16%,.,0.0%,-24
COCC(=O)Nc1ccc(C(C)C)cc1,1%,-8%,2,-1%,-21%,8,-2%,?,-1,-0.1%,4
COCCOC(=O)C1=C(C)NC2=C(C(=O)CC(C)(C)C2)C1c1ccc(N(C)C)cc1 (configuration not stated),-3%,5%,7,-3%,1%,-3,-1%,0%,-3,0.3%,6
CC(C)CC(=O)N1CCN(S(=O)(=O)c2ccc3ccccc3c2)CC1,?,-3%,24,-2%,-37%,-1,-1%,?,6,-0.1%,-20
COc1cc(CN(C(=S)NCC(=O)NC2CCCC2)C2CCCC2)cc(OC)c1OC,-8%,1%,20,1%,-23%,-15,-5%,-10%,-2,0.6%,1
NC1=NC[C@H](Cc2ccccc2)N1CCc1cccc(F)c1,-4%,-1%,0,0%,-7%,-10,-1%,-2%,-10,0.0%,-6

# Whole records as entered above. Values in the order: PKM2 activator	uPA surface inh	KCNH2 3.1 block	GALK inhibitor	Eya2 inh	hERG WT inh	USP2a block	Chronic BCR inh	Coupling enz	B2AR arrestin	Giardia killer
# O=C(c1ccccc1)c1ccc2nc(-c3ccc(NC(=O)c4ccccc4Br)cc3)[nH]c2c1 in the list: 2%	0%	-14	-5%	5%	3	-6%	15%	2	-0.4%	21
# C[C@H]1C=C(C(=O)N2CCOCC2)O[C@@H](OCc2ccc(CO)cc2)C1 in the list: 1%	10%	-26	2%	14%	3	-4%	0%	1	-0.7%	?
